# Assay outcomes as filed in PubChem BioAssay.
# PAFAH1B3 FP inh: PAFAH1B3 enzyme inhibitors, primary screen, biochemical, fluorescence polarization, human | Platelet-activating factor acetylhydrolase IB subunit alpha1 (Homo sapiens), Q15102 | recombinant PAFAH1B3, FP-rhodamine probe | inhibition, % at 3.39 µM | 340,000 compounds, 0.28% hits | AID 492972, 2010;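 active = inhibition above the screen-wide average of all tested compounds plus 3 SD, cut at about 25% in these data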;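 note: 0% = enzyme with DMSO only and 100% = wells lacking PAFAH1B3 protein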
# Target sequence (Q15102 whole entry, looked up): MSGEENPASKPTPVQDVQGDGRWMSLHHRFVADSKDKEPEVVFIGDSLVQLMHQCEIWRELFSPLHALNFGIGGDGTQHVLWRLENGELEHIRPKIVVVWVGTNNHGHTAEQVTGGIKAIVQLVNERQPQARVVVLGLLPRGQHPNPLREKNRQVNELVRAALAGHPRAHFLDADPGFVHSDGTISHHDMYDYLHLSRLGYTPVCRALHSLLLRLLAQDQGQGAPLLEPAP
# PREPL inh: PREPL enzyme inhibitors, primary screen, biochemical, fluorescence polarization. inhibition, % at 5.96 µM. Prolyl endopeptidase-like (Homo sapiens), Q4J6C6. recombinant PREPL, fluorescence polarization activity-based probe. 320,000 compounds, 0.68% hits; in the data active = inhibition above about 43%;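 note: 0% = enzyme with DMSO and 100% = wells lacking enzyme; many of its hits are not listed in these tables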
# LYPLA2 counter: LYPLA2 inhibitors, primary screen, counter-screen for PME1 inhibitor project, biochemical, fluorescence polarization, FP-Rh probe ABPP; AID 2177, 2009; recombinant LYPLA2; inhibition, % at 5.9 µM; 320,000 compounds, 0.38% hits; Acyl-protein thioesterase 2 (Homo sapiens), O95372;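 active = inhibition above the screen-wide mean plus 3 SD, limit set per campaign, cut at about 26% in these data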;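 note: 0% = LYPLA2 with DMSO and 100% = wells lacking LYPLA2 enzyme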
# Target sequence (O95372 whole entry, looked up): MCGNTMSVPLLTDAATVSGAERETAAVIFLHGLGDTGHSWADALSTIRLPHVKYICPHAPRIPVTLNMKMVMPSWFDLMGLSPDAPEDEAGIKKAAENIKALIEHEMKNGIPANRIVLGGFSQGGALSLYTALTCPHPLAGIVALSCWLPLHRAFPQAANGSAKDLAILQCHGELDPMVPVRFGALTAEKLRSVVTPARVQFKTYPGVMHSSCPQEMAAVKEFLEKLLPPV
# pPAFAH FP inh: pPAFAH enzyme inhibitors, primary screen, biochemical, fluorescence polarization, human; recombinant pPAFAH, FP-rhodamine probe fluorescence polarization; inhibition, % at 3.39 µM; 330,000 compounds, 1.5% hits;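 active = inhibition above the mean inhibition across the screen plus 3 SD, cut at about 25% in these data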;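 note: inhibitors block binding of the rhodamine activity-based probe so polarization drops; 0% = enzyme with DMSO and 100% = wells lacking pPAFAH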
# Target sequence (Q13093 whole entry, looked up): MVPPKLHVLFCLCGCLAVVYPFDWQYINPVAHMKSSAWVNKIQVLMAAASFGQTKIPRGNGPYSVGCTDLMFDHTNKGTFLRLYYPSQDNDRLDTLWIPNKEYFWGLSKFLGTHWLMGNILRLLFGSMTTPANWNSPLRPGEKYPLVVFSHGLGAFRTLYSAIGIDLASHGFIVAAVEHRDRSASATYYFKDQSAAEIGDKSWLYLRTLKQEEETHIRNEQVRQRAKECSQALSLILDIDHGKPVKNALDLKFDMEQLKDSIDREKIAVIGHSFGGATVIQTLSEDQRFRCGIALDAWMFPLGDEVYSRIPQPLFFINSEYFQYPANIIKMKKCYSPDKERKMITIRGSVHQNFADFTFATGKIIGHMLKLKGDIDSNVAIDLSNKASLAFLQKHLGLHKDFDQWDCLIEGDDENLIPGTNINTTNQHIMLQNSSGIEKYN
# PAD4 FP inh: human PAD4 inhibitors, primary screen, biochemical, fluorescence polarization, 1536-well format; 330,000 compounds, 0.41% hits; recombinant PAD4, RCA probe fluorescence polarization; inhibition, % at 6.36 µM; Protein-arginine deiminase type-4 (Homo sapiens), Q9UM07;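 active = percent inhibition above a cutoff equal to the mean of all tested compounds plus 3 SD, cut at about 15% in these data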;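 note: 0% = PAD4 with RCA probe and DMSO and 100% = probe without PAD4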
# LYPLA1 inh: LYPLA1 inhibitors, primary screen, counter-screen for PME1 inhibitor project, biochemical, fluorescence polarization, FP-Rh probe ABPP; inhibition, % at 5.9 µM; AID 2174, 2009; recombinant LYPLA1; 320,000 compounds, 0.16% hits;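 active = inhibition above the mean of all tested compounds plus 3 SD, set per campaign, cut at about 14% in these data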;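 note: inhibitors block serine hydrolase probe labeling of LYPLA1 so polarization falls; 0% = enzyme with DMSO and 100% = wells lacking LYPLA1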
# PAFAH1B2 FP inh: PAFAH1B2 enzyme inhibitors, primary screen, biochemical, fluorescence polarization, human. recombinant PAFAH1B2, FP-rhodamine activity probe. inhibition, % at 3.39 µM. Platelet-activating factor acetylhydrolase IB subunit alpha2 (Homo sapiens), P68402. 340,000 compounds, 1.2% hits;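 active = inhibition above the mean of all tested compounds plus 3 SD, cut at about 24% in these data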;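 note: 0% = enzyme with DMSO and 100% = wells lacking PAFAH1B2; many of its hits are not listed in these tables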
# GSTO1 counter: inhibitors of recombinant GSTO1, primary screen, counter-screen for RBBP9 inhibitor project, biochemical, fluorescence polarization; 300,000 compounds, 1.1% hits; inhibition, % at 5.96 µM; Glutathione S-transferase omega-1 (Homo sapiens), P78417; activity-based probe fluorescence polarization;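 active = inhibition above the campaign mean inhibition plus 3 SD, cut at about 35% in these data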;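 note: 0% = GSTO1-1 with DMSO and 100% = wells lacking GSTO1-1 enzyme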
# PME-1 inh: PME-1 inhibitors via competitive probe labeling, primary screen, biochemical, fluorescence polarization, FP-Rh probe, HTS | Protein phosphatase methylesterase 1 (Homo sapiens), Q9Y570 | recombinant PME-1 | inhibition, % at 5.9 µM | 320,000 compounds, 0.53% hits;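 active = inhibition above the campaign mean of all compounds plus 3 SD, cut at about 26% in these data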;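 note: competitive labeling of PME-1 active site by serine hydrolase directed probe; 0% = PME-1 with DMSO and 100% = wells lacking PME-1 enzyme; inhibitors block probe labeling so polarization falls and inhibition rises; many of its hits are not listed in these tables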
# Numbers without * were called inactive; . = not tested or not shown.
# The line under a structure holds: PAFAH1B3 FP inh | PREPL inh | LYPLA2 counter | pPAFAH FP inh | PAD4 FP inh | LYPLA1 inh | PAFAH1B2 FP inh | GSTO1 counter | PME-1 inh
[1] Cc1ccc(S(=O)(=O)N2CCCCC2)cc1NC(=O)C1CC(=O)N(Cc2ccco2)C1 (configuration not stated)
 : 0.2 | 13.2 | 4.1 | -3.0 | -3.6 | 3.1 | -1.8 | . | 2.0
[2] CC1CCc2sc(C(=O)OCC(=O)NC(C)C)cc2C1 (configuration not stated)
 : -2.6 | 29.6 | 4.2 | -0.8 | 2.8 | -0.5 | 1.3 | 14.6 | 12.4
[3] N#Cc1c(SCC(N)=O)nsc1SCc1ccc(Cl)cc1
 : 6.5 | 20.9 | 19.8 | 1.7 | -1.7 | -3.6 | 29.7* | 10.1 | 10.2
[4] Cc1ccc(CN2C(=O)c3ccccc3NC2c2ccccn2)cc1 (configuration not stated)
 : 9.4 | -3.5 | 4.4 | 1.1 | 1.8 | 0.4 | 3.2 | 4.6 | 0.0
[5] O=C1c2ccccc2C(=O)N1CCCCSc1nnc2ccccn12
 : 15.8 | 10.3 | 5.5 | 2.8 | -0.3 | 2.2 | 2.5 | 7.9 | 0.4
[6] O=C(CC1(O)C(=O)Nc2ccccc21)c1ccc2c(c1)OCO2 (configuration not stated)
 : 10.2 | -3.3 | 0.7 | 3.0 | -0.1 | -0.2 | 0.0 | 2.4 | 1.7
[7] Cc1cccc(S(=O)(=O)N2CCN(Cc3ccc4c(c3)OCO4)CC2)c1
 : 7.1 | 16.1 | -3.6 | 5.2 | 0.3 | -1.5 | 5.4 | 0.5 | 2.0
[8] CCCCCCCCC1=NCCc2c1[nH]c1ccccc21
 : 6.2 | 21.8 | -3.5 | 7.3 | -8.2 | -2.4 | 2.7 | 2.3 | -5.6
[9] COc1ccc(N2CCN(C(=O)c3cccnc3SCc3cccc(Br)c3)CC2)cc1
 : 12.2 | 0.7 | 4.6 | 7.8 | -2.5 | 0.3 | -1.3 | -1.5 | 12.3
[10] Cc1ccc(NC(=S)N(CCCN2CCOCC2)Cc2cccnc2)cc1C
 : 2.1 | 5.8 | -1.0 | 9.8 | -4.9 | -4.3 | -1.3 | -1.5 | -1.7
[11] CC(C)(C)NS(=O)(=O)c1ccc(CCC(=O)NCc2ccccn2)cc1
 : 8.6 | 0.3 | 9.9 | 4.0 | -3.7 | 0.3 | 4.8 | 1.4 | -3.1
[12] COc1ccc(C(=O)O/N=C(\C)c2ccccc2)cc1
 : 3.3 | 13.8 | 12.6 | 9.8 | 6.0 | 2.6 | 1.0 | 7.7 | 4.7
[13] Cc1cc(C2=NNC(=NC3CC3)SC2)c(C)n1-c1ccccc1F
 : 15.2 | 7.0 | 3.4 | 15.1 | -7.4 | 0.4 | 2.6 | 1.2 | 4.8
[14] CC(=O)Nc1ccc(S(=O)(=O)N(Cc2cccnc2)Cc2cc3ccccc3[nH]c2=O)cc1
 : 3.2 | -1.7 | -1.4 | 0.2 | 2.0 | -2.5 | 3.4 | 1.7 | 6.5
[15] Cc1ccc(OC(=O)CCc2c(C)nc3ncnn3c2C)cc1
 : 3.8 | 10.2 | 14.2 | 2.0 | -2.8 | 3.2 | 3.9 | 3.6 | -10.6
[16] CCNC(=O)NC(=O)C(C)Sc1nc2ccccc2c(=O)n1-c1cccnc1 (configuration not stated)
 : 8.1 | -16.7 | 7.1 | 4.8 | -2.1 | -2.9 | -6.7 | -0.1 | 3.3
[17] O=c1[nH]c2ccc(S(=O)(=O)Nc3ccc(Br)cc3)cc2[nH]1
 : 13.3 | -30.5 | -2.5 | 23.8 | -0.2 | 2.5 | 8.5 | -52.2 | -3.8
[18] COc1cc2sc(-c3ccc(S(C)(=O)=O)cc3)c(C#CCO)c2cc1OC
 : 10.4 | 12.0 | . | 4.0 | 0.0 | . | 0.4 | . | .
[19] CCCCN=C1C([N+](=O)[O-])=CC=C2C1=NC1(CCCCC1)N2O
 : 7.2 | -0.5 | 4.7 | -0.6 | -1.7 | 3.1 | -5.0 | 3.3 | -0.8
[20] O=C(Nc1cccc(Cl)c1)Nc1nnc(CC2=CCCCC2)s1
 : 2.1 | 0.2 | -5.9 | 2.6 | 0.2 | -5.3 | -2.8 | -4.2 | -1.2

# Part of the list above, screen by screen:
1. Cc1ccc(S(=O)(=O)N2CCCCC2)cc1NC(=O)C1CC(=O)N(Cc2ccco2)C1 (configuration not stated)
2. CC1CCc2sc(C(=O)OCC(=O)NC(C)C)cc2C1 (configuration not stated)
3. N#Cc1c(SCC(N)=O)nsc1SCc1ccc(Cl)cc1
4. Cc1ccc(CN2C(=O)c3ccccc3NC2c2ccccn2)cc1 (configuration not stated)
5. O=C1c2ccccc2C(=O)N1CCCCSc1nnc2ccccn12
6. O=C(CC1(O)C(=O)Nc2ccccc21)c1ccc2c(c1)OCO2 (configuration not stated)
7. Cc1cccc(S(=O)(=O)N2CCN(Cc3ccc4c(c3)OCO4)CC2)c1
8. CCCCCCCCC1=NCCc2c1[nH]c1ccccc21
9. COc1ccc(N2CCN(C(=O)c3cccnc3SCc3cccc(Br)c3)CC2)cc1
Screen / compound no. | 1 | 2 | 3 | 4 | 5 | 6 | 7 | 8 | 9
PAFAH1B3 FP inh | 0.2 | -2.6 | 6.5 | 9.4 | 15.8 | 10.2 | 7.1 | 6.2 | 12.2
PREPL inh | 13.2 | 29.6 | 20.9 | -3.5 | 10.3 | -3.3 | 16.1 | 21.8 | 0.7
LYPLA2 counter | 4.1 | 4.2 | 19.8 | 4.4 | 5.5 | 0.7 | -3.6 | -3.5 | 4.6
pPAFAH FP inh | -3.0 | -0.8 | 1.7 | 1.1 | 2.8 | 3.0 | 5.2 | 7.3 | 7.8
PAD4 FP inh | -3.6 | 2.8 | -1.7 | 1.8 | -0.3 | -0.1 | 0.3 | -8.2 | -2.5
LYPLA1 inh | 3.1 | -0.5 | -3.6 | 0.4 | 2.2 | -0.2 | -1.5 | -2.4 | 0.3
PAFAH1B2 FP inh | -1.8 | 1.3 | 29.7* | 3.2 | 2.5 | 0.0 | 5.4 | 2.7 | -1.3
GSTO1 counter | . | 14.6 | 10.1 | 4.6 | 7.9 | 2.4 | 0.5 | 2.3 | -1.5
PME-1 inh | 2.0 | 12.4 | 10.2 | 0.0 | 0.4 | 1.7 | 2.0 | -5.6 | 12.3

# Later entries.
# The line under a structure holds: PAFAH1B3 FP inh | PREPL inh | LYPLA2 counter | pPAFAH FP inh | PAD4 FP inh | LYPLA1 inh | PAFAH1B2 FP inh | GSTO1 counter | PME-1 inh
[21] CC(C)NC(=O)N(C)C[C@H]1Oc2ccc(NC(=O)Cc3ccccc3)cc2C(=O)N([C@H](C)CO)C[C@@H]1C
 : 8.2 | -4.3 | . | -5.4 | -0.9 | . | 1.9 | . | .
[22] CCn1c(CCNC(=O)c2ccc(OC)cc2)nnc1SCc1ccc(Cl)cc1Cl
 : 10.0 | 14.7 | -5.6 | -2.0 | -1.5 | -5.6 | 5.7 | -0.3 | 2.3
[23] O=C(c1ccc(COc2c(F)c(F)cc(F)c2F)o1)N1CCN(c2ccc(Cl)cc2)CC1
 : 5.9 | -4.9 | 6.7 | -0.5 | -0.9 | -2.0 | -0.4 | 12.3 | 7.7
[24] C[C@H](NC(=O)[C@@H]1Cc2ccccc2CN1C(=O)OC(C)(C)C)C(=O)NC1CCCCC1
 : 2.4 | 13.9 | -2.2 | 1.9 | 0.0 | 1.4 | 5.1 | -1.8 | 1.1
[25] C=CCC[C@@H](Cc1ccc(F)cc1)C(=O)OC[C@@H](Cc1c[nH]c2ccccc12)NC(=O)[C@@H](CC=C)CC(=O)N[C@H](CO)Cc1ccccc1
 : 5.6 | 0.1 | . | 5.8 | -6.0 | . | 5.8 | . | .
[26] Clc1cccc(CNCC2CCCO2)c1Cl (configuration not stated)
 : 2.0 | 1.1 | -0.1 | -1.2 | -1.6 | 0.1 | 6.1 | 1.9 | -8.0
[27] CN(Cc1ccc(F)cc1)C(=O)CCc1nnc(-c2ccccc2)o1
 : 2.5 | 9.8 | -0.1 | -1.1 | -7.8 | -1.8 | -3.5 | 0.5 | 4.4
[28] CCCCN(C)C(=O)Cn1nc(-c2ccc(Cl)cc2)ccc1=O
 : 7.8 | 12.0 | 9.7 | 0.7 | -5.3 | 4.2 | 6.5 | -6.4 | -5.1

# Not all compounds are listed; the hit share may differ from the screen's.
